SR-BI HDL uptake: blocks mouse SR-BI lipid uptake from DiI-HDL; inhibition, % at 12.5 µM; AID 488896; actives 0.96% (n = 320,000); Q61009; ldlA[mSR-BI] CHO cells, DiI-HDL uptake fluorescence, 3 h;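 active means mean replicate inhibition of at least 70% and a set share of replicates each scoring 70 or more; inconclusive means meets just one of the two criteria; inactive means fails both criteria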;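 further: 0% = median of neutral control wells and 100% = median of positive control wells; values of inactives mirror those of a sister screen read the other way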
Target sequence (Q61009 whole entry, looked up): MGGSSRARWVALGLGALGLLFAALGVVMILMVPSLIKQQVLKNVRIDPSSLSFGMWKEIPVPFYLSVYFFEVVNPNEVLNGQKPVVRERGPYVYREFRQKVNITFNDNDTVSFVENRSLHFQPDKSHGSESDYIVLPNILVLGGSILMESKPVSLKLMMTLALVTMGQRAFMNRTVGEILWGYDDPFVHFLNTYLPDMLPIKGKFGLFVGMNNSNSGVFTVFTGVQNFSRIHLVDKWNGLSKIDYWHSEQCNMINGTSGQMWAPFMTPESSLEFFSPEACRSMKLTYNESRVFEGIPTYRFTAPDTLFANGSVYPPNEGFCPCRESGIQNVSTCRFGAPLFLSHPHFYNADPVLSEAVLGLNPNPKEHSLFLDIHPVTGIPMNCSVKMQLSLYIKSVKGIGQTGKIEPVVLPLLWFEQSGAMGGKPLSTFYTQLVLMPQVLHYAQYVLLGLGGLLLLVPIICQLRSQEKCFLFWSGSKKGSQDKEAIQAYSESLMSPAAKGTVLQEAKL
MITF act: MITF TRPM1 promoter activation in melanoma cells | actives 0.75% (n = 300,000) | activation, % at 12.5 µM | SK-MEL-5 TRPM1-promoter luciferase, 24 h; % of positive control, neutral wells = 0 | AID 588334;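 active means mean activation of at least 80% with every replicate also reaching 80%; inconclusive means mean reaches 80% but some replicate falls short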;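 further: 0% = neutral control wells and 100% = parthenolide positive control wells; values of inactives mirror those of a sister screen read the other way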
CAL PDZ FP-1: CAL PDZ (human) peptide binding inhibition; Q9HD26; purified CAL PDZ, TMR-peptide fluorescence polarization, 1 h; inhibition, % at 24.9 µM; actives 0.92% (n = 300,000); AID 602252;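 active means mean inhibition of at least 30% with at least half of replicates also reaching 30%; inconclusive means no clear call, values can overlap the other calls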;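 further: 0% = DMSO neutral control and 100% = excess unlabeled competitor peptide PRC23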
PvdQ inh: P. aeruginosa PvdQ acylase inhibition. purified PvdQ acylase, fluorescence plate reader. inhibition, % at 10 µM. actives 0.063% (n = 340,000). AID 488965; in the data active means inhibition above about 30%, passing the limit was not always enough; inconclusive means no clear call, values can overlap the other calls;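 further: 0% = vehicle neutral wells and 100% = reference inhibitor wells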
PfHsp90 set2: inhibits growth of yeast expressing Plasmodium falciparum Hsp90; S. cerevisiae expressing PfHsp90, BacTiter-Glo ATP, 48 h; yeast lacking PDR1 and PDR3 efflux regulators; inhibition, % at 9.4 µM; actives 0.32% (n = 310,000);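 active means every replicate shows inhibition above about 80%, whatever the replicate mean, limit read from the data; inconclusive means mean inhibition reaches the set limit but some replicate falls short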;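 further: 0% = DMSO neutral controls and 100% = 20 µM radicicol positive controls; yeast relying on Plasmodium falciparum Hsp90 in place of its own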
Rtt109 HAT inh: inhibitors of Candida albicans Rtt109/Vps75 histone acetyltransferase; Q5AAJ8; purified Rtt109/Vps75, ThioGlo CoA-SH fluorescence, 4 h; inhibition, % at 34.9 µM; actives 0.16% (n = 330,000); AID 540336;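 active means inhibition of at least 50% in every replicate; inconclusive means best replicate reaches 50% inhibition but some replicates fall short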
dFosB activator: activators of mouse delta FosB homodimer; P13346; purified delta FosB, TAMRA-CDK5 oligo fluorescence polarization; percent of positive-control signal above neutral wells; activation, % at 25 µM; actives 0.99% (n = 340,000);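 active means mean activation above about 17%, with every replicate also reaching it, limit read from the data, passing the limit was not always enough; inconclusive means only one of the two conditions met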;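 further: fluorescence polarization rise as delta FosB binds a TAMRA Cdk5 AP-1 oligo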
Target sequence (P13346 whole entry, looked up): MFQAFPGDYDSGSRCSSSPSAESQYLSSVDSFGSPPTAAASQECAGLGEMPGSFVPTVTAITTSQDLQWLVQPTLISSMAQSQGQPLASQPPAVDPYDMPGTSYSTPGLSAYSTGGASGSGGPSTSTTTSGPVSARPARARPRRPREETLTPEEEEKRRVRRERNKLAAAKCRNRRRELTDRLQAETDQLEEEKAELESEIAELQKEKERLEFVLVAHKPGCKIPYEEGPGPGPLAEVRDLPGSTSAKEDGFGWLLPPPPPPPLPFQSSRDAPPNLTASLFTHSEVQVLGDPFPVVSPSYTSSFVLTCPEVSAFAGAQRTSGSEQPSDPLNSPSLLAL
SR-BI DiI-HDL act: enhances SR-BI lipid uptake from DiI-HDL. actives 0.096% (n = 320,000). CHO ldlA[mSR-BI] cells, DiI-HDL uptake fluorescence, 3 h; 100 = double the neutral-control signal. activation, % at 12.5 µM;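 active means mean replicate activation of at least 60% and every replicate at or above 60%; inconclusive means mean or all-replicate condition met, but not both; inactive means mean below 60% and not all replicates reaching 60%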;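 further: 0% = median plate neutral-control signal and 100% = twice that signal; values of inactives mirror those of a sister screen read the other way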
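Assay system: CHO ldlA[mSR-BI] cells, LDL receptor-null, SR-BI overexpressing; medium: Ham's F12 with 0.5% BSA, HEPES 25 mM, pH 7.4; also added: DiI-HDL 10 µg/mL; timing: 3 h uptake period with compound, 37 °C; signal: DiI fluorescence, bottom read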
CAL PDZ FP-2: inhibitors of human CAL PDZ peptide binding; AID 504414; inhibition, % at 20 µM; Q9HD26; purified CAL PDZ, TMR-peptide fluorescence polarization, 1 h; actives 0.02% (n = 330,000);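 active means highest replicate inhibition of at least 40%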;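 further: plate controls were DMSO neutral control wells for no effect and unlabeled competitor peptide control wells for full effect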
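material = purified tagged CAL PDZ domain construct (CerCALP) | buffer or medium = sodium phosphate/NaCl buffer pH 7.4 with TCEP, IgG, Thesit | reagent = TMR-labelled reporter peptide T*-PRC34 bound in PDZ groove | incubation = 1 h room-temperature incubation prior to read | measured by = fluorescence polarization (mP) | evaluation = percent inhibition from loss of millipolarization | control set = unlabelled peptide and DMSO controls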
NSD2 inh: NSD2 (human) methyltransferase inhibition | O96028 | NSD2 peptide methylation, AlphaScreen, 120 min | inhibition, % at 12.5 µM | actives 0.54% (n = 310,000); in the data active means inhibition above about 50%
Starred values were filed as active, the others as inactive; u = inconclusive; x = no result given.

SMILES	SR-BI HDL uptake	MITF act	CAL PDZ FP-1	PvdQ inh	PfHsp90 set2	Rtt109 HAT inh	dFosB activator	SR-BI DiI-HDL act	CAL PDZ FP-2	NSD2 inh
C=CCNC(=S)NNC(=O)c1cccn(Cc2ccc(Cl)c(Cl)c2)c1=O	2	3	0	-7	41	-5	-4	-2	-1.2	0
Cc1sc(NC(=O)CSc2nc(N)cc(N)n2)c(C#N)c1C	x	1	-3	-11	-4	6	5	x	-3.1	1
CC12CC(NC(=O)N1c1cccc(C(=O)Nc3ncn[nH]3)c1)c1ccccc1O2 (stereo unspecified)	-14	-10	1	-17	0	-17	-4	14	-1.0	2
N#CC(Cc1cccc(CC(C#N)(c2ccccc2)c2ccccc2)c1)(c1ccccc1)c1ccccc1	-6	7	-4	1	-5	-1	5	6	-0.5	x
Cc1nccc(-c2cccc(NC(=O)c3ccccc3Cl)c2)n1	28	-13	-8	5	-3	0	-14	-28	-0.4	-3
COc1ccc(-c2[nH]ncc2/C=C(/C#N)C(=O)NC2CCCCC2)cc1	57	-7	0	-8	23	-7	-22	-57	-2.4	4
Cc1ccc(C2(C)NC(=O)N(CC(=O)NCc3cccc(Cl)c3)C2=O)cc1 (stereo unspecified)	10	-2	6	-6	5	8	-13	-10	-0.8	-1
COc1ccc(OC)c(S(=O)(=O)N/N=C\c2c[nH]c3ccccc23)c1	-9	-13	-1	8	-10	3	-7	9	-1.3	3
CCOC(=O)N1CCN(S(=O)(=O)c2cc(Br)cnc2N)CC1	4	-6	-2	-7	8	-6	1	-4	-0.2	-1
CCN(CC)S(=O)(=O)c1cc(C(=O)Nc2cc(C)[nH]n2)ccc1Cl	4	u	5	-10	-10	2	-13	-4	-0.8	x
COc1ccc(/C(C)=N/NC(=O)CNC(=O)/C=C\c2ccccc2OC)c(OC)c1	28	-2	-2	-6	16	-2	-5	-28	-2.2	-3
O=C(c1ccc(Cl)cc1Cl)N1CCN(c2ccccn2)CC1	0	x	-3	-11	-12	-1	3	0	-2.0	1
CC(C[N+](C)(C)C)OC(=O)C1(c2ccccc2)CCCC1 (stereo unspecified)	-8	5	x	-5	9	1	8	8	0.0	3
O=C(COC(=O)c1ccccc1Cc1ccccc1)NC1CCS(=O)(=O)C1 (stereo unspecified)	2	-3	-3	16	9	8	-13	-2	-3.3	-1
NNC(=O)c1sccc1OCc1ccc(Cl)cc1	-2	15	0	14	7	4	8	2	x	5
Cc1ccc(C(=O)NNC(=S)NC(=O)c2ccc(Cl)cc2)cc1	-9	-10	x	-10	-8	0	10	9	-0.8	0
O=C(COC(=O)CCCOc1ccc(Cl)cc1Cl)Nc1cccc(Cl)c1	3	-7	-4	-15	19	0	-10	-3	-2.4	0
CC(NS(=O)(=O)c1ccc(Cl)cc1)C(=O)NCc1ccco1 (stereo unspecified)	-22	6	-2	8	-4	x	-6	22	-0.1	x
Nc1ccccc1SC1CC(=O)N(c2ccc(Cl)c(Cl)c2)C1=O (stereo unspecified)	-6	-13	3	-5	-6	0	27*	6	-1.2	-2
CN1CCN(C(=O)c2cc(C(C)(C)C)cc(C(C)(C)C)c2)CC1	47	12	-3	6	-7	-7	1	-47	-0.3	-3
O=C(CC1C(=O)NCCN1CCCc1ccccc1)NCCc1ccccc1F (stereo unspecified)	-22	19	-2	-14	-3	-1	-10	22	-0.2	3
CCn1c(=N)n(CC(=O)C23CC4CC(CC(C4)C2)C3)c2ccccc21	-7	-12	-1	-11	7	7	-9	7	-1.1	3
Cc1ccc(CCNC(=O)C2CCCN(c3nc4ccccc4o3)C2)cc1 (stereo unspecified)	-15	3	-7	-4	17	-5	5	15	x	5
O=C(CSc1nccc(=O)[nH]1)NCc1ccco1	x	3	1	-15	-20	-20	-1	x	-2.1	x
COc1ccc2nc(NC(=O)c3ccc(NC(=O)C4CCCO4)cc3)sc2c1 (stereo unspecified)	69	6	-5	-11	-4	-10	-2	-69	0.4	1
CCOC(=O)CNC(=O)CSc1ncnc2c1cnn2-c1ccc(OC)cc1	5	5	0	4	1	-9	9	-5	-1.0	-4
Fc1ccc2cnc(-c3ccccc3)c(-c3ccc(C(F)(F)F)cc3)c2c1	-1	-2	-3	-8	9	2	-10	1	0.5	x
COC(=O)c1c(NC(=O)CN2CCOCC2)sc2c1CCC(C)C2 (stereo unspecified)	60	u	x	-9	13	5	2	-60	0.4	0
Cc1ccccc1Nc1nc(N)nc(CSc2ccccc2)n1	-14	48	-4	1	-4	-10	-1	14	-0.9	6
O=C(O)c1cccc2c1/C(=N/Nc1ccc([N+](=O)[O-])cc1[N+](=O)[O-])c1ccccc1-2	-13	x	-7	-10	-8	6	-2	13	-2.2	x
CC(Cc1cnccn1)NC(=O)c1cc(COc2ccc(F)cc2F)on1 (stereo unspecified)	4	-3	-1	-9	24	-8	-6	-4	-0.5	0
O=C(Nc1cc(=O)[nH]c(=O)[nH]1)c1cccc(C(F)(F)F)c1	-14	1	x	-13	15	-12	-6	14	0.3	11
O=C(O)c1cccc(-c2ccccc2)c1O	-28	10	-5	-3	-11	-2	-2	28	-0.7	3
O=c1ccc(-c2ccc(S(=O)(=O)Nc3cccc([N+](=O)[O-])c3)s2)n[nH]1	-14	13	-9	6	22	8	3	14	-1.6	5
Cc1ccc(C(=O)Nc2ccn(Cc3ccc(F)cc3)n2)o1	-34	4	-3	-9	-12	-5	1	34	-2.8	1
Cn1nnc2cc(NC(=O)Nc3cccc(Cl)c3)ccc21	13	93*	x	-13	26	3	12	-13	-1.8	-3

Entries of single compounds, looked up by structure. Order of values: SR-BI HDL uptake	MITF act	CAL PDZ FP-1	PvdQ inh	PfHsp90 set2	Rtt109 HAT inh	dFosB activator	SR-BI DiI-HDL act	CAL PDZ FP-2	NSD2 inh
Record of `O=c1ccc(-c2ccc(S(=O)(=O)Nc3cccc([N+](=O)[O-])c3)s2)n[nH]1` : -14	13	-9	6	22	8	3	14	-1.6	5
Record of `Cc1ccc(C(=O)Nc2ccn(Cc3ccc(F)cc3)n2)o1` : -34	4	-3	-9	-12	-5	1	34	-2.8	1
Record of `O=C(O)c1cccc(-c2ccccc2)c1O` : -28	10	-5	-3	-11	-2	-2	28	-0.7	3

New compounds follow.
SMILES	SR-BI HDL uptake	MITF act	CAL PDZ FP-1	PvdQ inh	PfHsp90 set2	Rtt109 HAT inh	dFosB activator	SR-BI DiI-HDL act	CAL PDZ FP-2	NSD2 inh
Cc1ccc(NC(=O)C2CCN(C(=O)c3ccco3)CC2)cc1	-11	-4	-4	-21	-4	2	0	11	-0.9	10
O=S(=O)(Nc1ccc2oc(-c3ccccc3)nc2c1)c1ccccc1	-19	23	-2	2	-24	x	-7	19	-2.3	-1
COc1ccc(Cn2c(SCc3ccc(C)cc3)nc3cc(OC)c(OC)cc3c2=N)cc1Cl	0	-104	-5	6	41	23	59*	0	0.0	x
COc1cccc(/C=N/NC(=O)c2ccccc2)c1OS(=O)(=O)c1ccccc1	19	-6	-2	-9	-15	-3	-6	-19	-4.4	-2
O=C(Nc1ccc(NC(=O)c2ccc(Cl)c(S(=O)(=O)N3CCOCC3)c2)cc1)c1ccccc1	8	0	-4	-11	-15	2	u	-8	-0.2	0
NC(=O)NC(Cc1ccccc1)C(=O)O (stereo unspecified)	-24	x	-1	-10	x	x	1	24	-1.8	-3
CCC(=O)Nc1ccc(S(=O)(=O)Nc2cccc(C)c2)cc1OC	-1	-11	x	-10	9	10	-7	1	-0.2	6
O=C(Oc1oc(-c2ccco2)nc1C=Nc1ccccc1)c1ccoc1	-3	-20	0	-12	6	8	1	3	0.2	-2
CCOC(=O)/C=C1\SCC(=O)N1Cc1nnc(-c2ccccc2Br)o1	-4	9	60*	-9	7	-2	-16	4	-1.9	0
CN1C(=O)/C(=C/c2cc3c(cc2Br)OCO3)NC1=S	4	1	x	-10	9	-3	-1	-4	-1.9	0
CN1CCN(NC(=S)Nc2ccc(OC(F)F)cc2)CC1	-6	-3	2	-7	x	0	-3	6	-1.7	-2
O=S(=O)(Nc1ncnc2sc3c(c12)CCC3)c1cc(F)ccc1F	x	-6	-1	6	-15	20	-5	x	-3.4	2
COc1cc2nc(SCc3c(C)noc3C)n(CCC3=CCCCC3)c(=O)c2cc1OC	50	-1	-1	-13	-30	-1	-5	-50	-0.9	-1
Cc1ccc(C)c(OCCCNCc2ccccc2)c1	10	x	0	-10	-10	1	-7	-10	-1.3	9
O=C(COc1ccc([N+](=O)[O-])cc1)Nc1ccccc1N1CCCC1	18	0	0	-8	4	-3	-2	-18	-2.5	-1
Cc1cc(C(F)(F)F)nc(SCC(=O)c2cccc([N+](=O)[O-])c2)n1	7	13	x	13	x	16	-6	-7	-2.5	4
Cc1ccc(C(=O)Nc2cccc(S(=O)(=O)N3CCCCC3)c2)cc1S(=O)(=O)N1CCOCC1	50	-12	x	8	-3	13	-1	-50	-1.5	0
COc1cccc(NC(=O)CCCN2C(=O)C3CC=CCC3C2=O)c1 (stereo unspecified)	-21	-3	-5	-8	-3	-1	3	x	-2.0	-6
COc1ccc(OC)c(S(=O)(=O)NCc2cc(-c3ccccc3)no2)c1	-23	12	2	-5	-11	2	-6	23	-1.0	0
Cc1cccc(C)c1NC(=S)NCCSc1ccc(Cl)cc1	27	-7	-2	0	2	7	0	-27	11	-3
CC(OC(=O)C1CCCC1)C(=O)Nc1ccc(C(N)=O)cc1 (stereo unspecified)	-2	-1	-2	11	9	1	1	2	-1.2	x
Cc1nnc(NC(=O)CN2CC(C)OC(C)C2)s1 (stereo unspecified)	4	-19	x	-7	8	-10	-3	-4	0.5	-4
O=C(OCC1CC(c2ccccc2)=NO1)c1ccco1 (stereo unspecified)	-6	x	-6	11	5	-17	-2	6	-0.9	-1
Nc1ccc(N=Nc2ccccc2)c2cccnc12	69	28	-2	-8	-42	-3	-8	-69	x	14
CCO[C@@H]1OC(C(=O)N2CCN(Cc3ccc4c(c3)OCO4)CC2)=C[C@H](c2csc3ccccc23)[C@H]1CCCO	34	15	0	-3	-29	3	-9	-34	0.4	x
CC(/C=N/n1cnnc1)=C\c1ccccc1	-25	x	1	5	x	-9	-1	25	-0.4	-1
COc1ccc(CC(=O)OCC(=O)Nc2ccc3c(c2)OCO3)cc1	-9	-1	-2	-9	x	6	-3	9	0.2	-4
CNC(=O)c1c(C)nc(SCC(=O)NCc2ccc(OC)cc2)c(C#N)c1-c1ccco1	12	1	55*	-11	5	0	-5	-12	0.4	10

Source: PubChem (Broad Institute)
